# B2AR arrestin – agonists driving beta-arrestin recruitment to human beta2-adrenergic receptor. P07550. beta-arrestin recruitment to beta2AR, cell-based reporter. Potency, µM (top dose mostly 46.1 µM), for the others: top-dose activation, hits mostly activators. 330,000 compounds, 0.02% hits. AID 492947;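 note: potency is the fitted concentration of half-maximal effect; 0% = DMSO controls and full agonism = EC100 isoproterenol or metaproterenol; nearly all actives have a fitted effect of over 65% in size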
# Coupling enz – counter-screen for Giardia aldolase inhibitors: coupling enzyme system; coupling enzyme system counterscreen, AmpLite Red fluorescence; activity change, negative = inhibition, % at 58.2 µM, hits read low; 290,000 compounds, 0.67% hits; AID 2472; in the data active = activity change below about -30%; note: % is set by controls: 0 for no effect and ±100 for the full control effect
#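 Compounds tested against the coupling enzymes alone at 57.5 uM final; readout was AmpLite Red fluorescence (525/598 nm) after 20 min at RT.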
# S-ASM inh – inhibitors of human secretory acid sphingomyelinase. Potency, µM (top dose mostly 57.5 µM), for inactives: at the highest dose activity change, negative = inhibition, hits mostly inhibitors. AID 504937. 340,000 compounds, 0.006% hits. placental ASM, HMU-PC fluorogenic substrate, 60 min; note: potency is the fitted concentration of half-maximal effect
#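 Human placenta-derived ASM enzyme was preincubated with compound for 10 minutes at room temperature, then given fluorogenic substrate HMU-PC0 (9 uM final) for 60 minutes at 37 °C; a pH 10 stop preceded fluorescence reading at Ex 386/Em 447 nm.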
# PTAP TSG101 blk – blocks PTAP/TSG101 interaction to inhibit HIV-1 budding; 340,000 tested, under 10 active; Fluorescence polarization, FITC-PTAP peptide / Tsg101 binding; Potency, µM (top dose mostly 115 µM), for the others: top-dose activity change, negative = inhibition, most hits filed as inhibitors; AID 493005; Q99816; active = well fitted inhibition curve with a large enough effect in the main read-out, with a control signal flat, not every such curve was filed as active; inconclusive = small, poorly fitted or top-dose-only effect, or effect the other way, or a change in a side signal; inactive = no such curve, though single readings can be large or run the other way; note: potency is the fitted concentration of half-maximal effect; % of control where 0% means no effect
# Target sequence (Q99816 whole entry, looked up): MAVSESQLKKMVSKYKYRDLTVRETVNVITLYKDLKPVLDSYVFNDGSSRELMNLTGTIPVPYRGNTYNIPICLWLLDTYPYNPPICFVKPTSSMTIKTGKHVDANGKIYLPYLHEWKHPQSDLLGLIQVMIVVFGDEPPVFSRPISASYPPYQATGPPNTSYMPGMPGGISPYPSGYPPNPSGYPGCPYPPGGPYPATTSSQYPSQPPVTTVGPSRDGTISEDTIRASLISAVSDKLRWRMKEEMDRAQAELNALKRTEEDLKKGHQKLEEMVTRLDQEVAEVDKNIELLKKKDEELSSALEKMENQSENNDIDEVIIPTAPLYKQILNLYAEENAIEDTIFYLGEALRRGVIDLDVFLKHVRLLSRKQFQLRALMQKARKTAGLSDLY
#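 Steps: Tsg101 binding domain dispensed (10 uM final), compounds pinned in DMSO, FITC-labeled PTAP-motif peptide added (50 nM final); after 20 min binding at room temperature, polarization measured.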
# BCR signal inh – blocks chronic active B-cell receptor signaling; ABC-DLBCL IkBa-CBG/CBR reporter, luminescence ratio, 4 h; Potency, µM (highest dose often 46.1 µM), inactives show top-dose ratio change, negative = lower green/red ratio, hits mostly inhibitors; 340,000 compounds, 0.05% hits; active = well fitted inhibition curve with a large enough effect in the signal ratio, with a control signal flat, not every such curve was filed as active; inconclusive = small, poorly fitted or top-dose-only effect, or effect the other way, or a change in a side signal; the % refers to the signal ratio;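 note: potency is the fitted concentration of half-maximal effect; plate controls were basal doxycycline-induced cells for no effect and cells given 10 µM MG132 for full effect; MG132 reads +100%, hits lower the ratio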
#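 TMD8 human ABC-DLBCL cells with doxycycline-inducible IκBα–green luciferase fusion and unfused red luciferase, in 0.5% FBS medium; compounds up to 46 uM, 4 h at 37C. Green/red luminescence ratio, filter-overlap corrected, fitted to concentration-response curves.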
# Giardia kill – kills Giardia lamblia; Giardia lamblia trophozoite viability; activity change, % at 7.66 µM, hits read low; 340,000 compounds, 0.15% hits; in the data active = activity change below about -80%; inconclusive = between about -30% and that limit;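 note: parasites exposed to compound for two days anaerobically before the ATP read; % is set by controls: 0 for no effect and ±100 for the full control effect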
#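 Anaerobic 48 hrs incubation at 37 deg C of 100 trophozoites/well with test compounds; ATPLite 1-Step luminescence, 15-30 min RT, reports cellular ATP as viability.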
# Menin MLL FP TR – inhibitors of human menin-MLL interaction, mutant MLL peptide. 270,000 compounds, 0.23% hits. Potency, µM (highest dose often 61.6 µM), inactives show at the top dose FP activity change, negative = inhibition, usual class: inhibitors. O00255. Menin + Texas Red MLL mutant peptide, fluorescence polarization; active = well fitted inhibition curve with a large enough effect in the polarisation, with a control signal flat, not every such curve was filed as active; inconclusive = small, poorly fitted or top-dose-only effect, or effect the other way, or a change in a side signal; inactive = no such curve, though single readings can be large or run the other way; the % refers to the polarisation; note: potency is the fitted concentration of half-maximal effect; % of control where 0% means no effect; many of its hits are not listed in these tables
# PKM2 act – PKM2 (human) enzyme activation; 260,000 compounds, 0.34% hits; purified PKM2, Kinase-Glo ATP luminescence, activation; response scale: 0% is enzyme alone, no compound; P14618; AID 1631; Potency, µM (series often up to 57.5 µM), without a hit: at the top dose activation, hits mostly activators; note: potency is the fitted concentration of half-maximal effect; % is set by controls: 0 for no effect and ±100 for the full control effect; nearly all actives have a fitted effect of over 55% in size
# Target sequence (P14618 whole entry, looked up): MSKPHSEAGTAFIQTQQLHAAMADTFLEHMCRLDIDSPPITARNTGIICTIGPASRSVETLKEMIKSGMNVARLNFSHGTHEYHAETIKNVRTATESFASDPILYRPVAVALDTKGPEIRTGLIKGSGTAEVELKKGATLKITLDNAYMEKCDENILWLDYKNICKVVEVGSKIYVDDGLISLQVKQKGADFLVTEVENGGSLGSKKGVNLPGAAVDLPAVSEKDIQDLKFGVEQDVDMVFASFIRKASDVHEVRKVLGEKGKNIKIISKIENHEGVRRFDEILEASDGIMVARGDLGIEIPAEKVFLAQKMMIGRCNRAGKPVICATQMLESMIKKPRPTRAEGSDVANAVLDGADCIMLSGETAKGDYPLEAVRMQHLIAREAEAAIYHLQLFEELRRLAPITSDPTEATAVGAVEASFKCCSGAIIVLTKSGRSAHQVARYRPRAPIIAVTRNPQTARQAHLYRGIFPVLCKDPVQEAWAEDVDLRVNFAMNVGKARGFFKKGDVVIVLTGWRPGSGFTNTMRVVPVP
#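 Purified hPK-M2 (>95% pure) converted ADP (0.1 mM final) to ATP with 0.5 mM PEP in 50 mM imidazole pH7.2, KCl, MgCl2, Tween 20, BSA; 1 h at room temperature. ATP detected by Kinase-Glo luminescence.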
# a7 integrin act – activators of alpha7 integrin expression for muscular dystrophy; alpha7betagal myoblasts, beta-gal FDG fluorescence, 48 h; Potency, µM (highest dose often 38.3 µM), for the others: top-dose activation, actives largely listed as activators; 350,000 compounds, 0.064% hits; AID 624291;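 note: potency is the fitted concentration of half-maximal effect; 100% = response of the positive control SU9516; nearly all actives have a fitted effect of over 60% in size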
#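 alpha7betagal+/- myoblasts (passage 13, 250/well) treated 48 h at 37C with compounds at 1:260 dilution of DMSO stock. Lysed, then beta-galactosidase activity read as FDG fluorescence (ex 480/em 540) after 30 min, with pre-read for autofluorescence.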
# GALK inhibitor – inhibitors of human galactokinase; Purified GALK, Kinase-Glo residual ATP luminescence; Potency, µM (top dose mostly 57.5 µM), for the others: top-dose activity change, negative = inhibition, hits mostly inhibitors; 270,000 compounds, 0.007% hits; AID 1868; note: potency is the fitted concentration of half-maximal effect; % is set by controls: 0 for no effect and ±100 for the full control effect
#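 Kinase-Glo Plus luminescence measured ATP left after a 1 h room-temperature reaction. The reaction used 5 nM GALK, 100 uM galactose and 35 uM ATP at pH 8.0 (20 mM HEPES, 5 mM MgCl2, 60 mM NaCl, 1 mM DTT, 0.01% BSA).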
# Tb PFK inh – inhibitors of T. brucei phosphofructokinase. T. brucei PFK, ADP-Glo luminescence. Potency, µM (titrated, usually from 57.5 µM), without a hit: top-dose activity, negative = inhibition, usual class: inhibitors. 330,000 compounds, 0.17% hits. AID 485367;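 note: potency is the fitted concentration of half-maximal effect; 0% = uninhibited 1x PFK enzyme wells and -100% = no-enzyme wells; nearly all actives have a fitted effect of over 60% in size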
#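 In TEA buffer at pH 8.0 with 5 mM MgCl2, enzyme (1.25 nM) converted F6P (0.5 mM) and ATP (0.1 mM) for 45 min at room temperature. ADP product was read by luciferase luminescence.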
# Starred values were filed as active, the others as inactive; u = inconclusive; x = no result given; & = joins results of further samples; [ ] = another dose, or the depositor's remark. Unless noted, calls come from the whole dose curve; as a rule, active = well fitted curve in the direction sought with a large enough effect; inconclusive = small, poorly fitted or top-dose-only effect, or another doubt; inactive = no such curve, though single readings can be large; an effect the other way counts as inactive or inconclusive. Some of the compounds tested; the hit share may differ from the screen's.
SMILES,B2AR arrestin,Coupling enz,S-ASM inh,PTAP TSG101 blk,BCR signal inh,Giardia kill,Menin MLL FP TR,PKM2 act,a7 integrin act,GALK inhibitor,Tb PFK inh
O=C(CNC(=O)c1ccccc1F)NCCCN1CCCC1=O,0.2%,x,0%,2%,-1%,5,x,x,-2%,x,1%
Cc1onc(-c2c(F)cccc2Cl)c1C(=O)Nc1sc2c(c1C#N)CCC(C(C)(C)C)C2 (centres undefined),-0.3%,-11,2%,0%,u,-12,-2%,4%,-6%,0%,-2%
O=C1CC(c2cc(Br)ccc2F)c2cc3c(cc2N1)CCC3 (centres undefined),0.5%,0,-1%,-2%,-2%,7,u,2%,-35%[inhibitor],2%,2%
Cc1cccc(-c2c3c(=O)n(C)c(=O)n(C)c3cn2CC2CCCO2)c1 (centres undefined),-1.1%,1,2%,0%,1%,18,10%,6%,-7%,3%,2%
O=C(O)CNS(=O)(=O)c1ccc2[nH]c(=O)c(=O)[nH]c2c1,0.3%,-1,-1%,-1%,7%,11,4%,0%,-1%,-1%,1%
Oc1ccc(N2CCN(c3nnnn3-c3ccccc3)CC2)cc1,-0.2%,-7,10%,-8%,-1%,-6,11%,12%,-32%,7%,-15%
Cc1cc(C(=O)Nc2ccc(Cl)cc2)on1,0.0%,2,-1%,-3%,4%,-7,-4%,x,22%,0%,0%
O=C1NN(c2ccccc2)C(=O)/C1=C\c1coc2ccc(O)cc2c1=O,-0.5%,11,0%,-5%,u,-8,x,u,14%,-13%,9%
CNC(=O)C1CC(=O)N(c2ccc(OCC(=O)NCc3ccccc3)cc2)C1 (centres undefined),0.0%,-6,2%,-3%,-4%,-16,-2%,x,-17%,1%,1%
CC(C)CC1=NC(C(F)(F)F)(C(F)(F)F)c2c(n(CC(C)C)c(=O)[nH]c2=O)N1,-0.3%,1,4%,-6%,-3%,-4,-4%,-4%,18%,-4%,0%
N#Cc1ccc(N/N=C/c2ccccc2)c([N+](=O)[O-])c1,0.1%,2,3%,0%,7%,8,11%,1%,19%,-3%,-1%
COc1ccc(NC(=O)c2ccc(CNc3c(NC4CCCCC4)c(=O)c3=O)cc2)cc1OC,-0.5%,4,-1%&-2%,2%&1%,-12%,2&31,-3%,5%,5%&29%,2%,6%
Cn1cnnc1SCC(=O)Nc1ccccc1C(=O)NC1CCCC1,0.0%,0,10%,-6%,-1%,-2,-1%,4%,7%,3%,-7%
CN(C)S(=O)(=O)c1cccc(NC(=O)c2cc(-c3cccs3)nn2-c2ccccc2)c1,-0.8%,-6,-5%,0%,0%,17,-10%,5%,-6%,2%,0%
Cc1c(C(=O)OCC(=O)NCCc2ccc(S(N)(=O)=O)cc2)oc2ccccc12,-0.1%,x,3%,4%,u,-15,x,x,-16%,x,-3%
CCn1c(SCC(=O)Nc2ccc(C(C)=O)cc2)nc2ccccc21,-0.4%,0,-1%,0%,u,11,u,-14%,-1%[7.66 µM],1%,5%
Cc1ccc(S(=O)(=O)N(CC(=O)N2CCC(C(N)=O)CC2)Cc2ccc(F)cc2)cc1,0.1%,0,7%,-4%,1%,53[activator],2%,6%,22%,3%,1%
CN(C)c1cc[n+](CC(=O)Nc2ccc(Oc3ccccc3)cc2)cc1,0.0%,2,-2%,-7%,2%,21,0%,2%,-2%,0%,0%
COc1ccc2c(c1)-c1ccccc1S(=O)(=O)N(C)C2,-0.2%,x,-4%,-7%,5%,3,x,x,15%,x,-7%
O=C(Nc1nnc(C2=COCCO2)o1)c1cccc([N+](=O)[O-])c1,-0.7%,x,6%,-4%,u,12,x,1%,2%,5%,-4%
O=C(Nc1ccccn1)NC1CCCCC1,0.2%,1,-2%,-3%,u,-17,x,-1%,12%,-4%,1%
CN(C)C1=NCC(CSC(=N)N)S1 (centres undefined),-0.1%,0,-5%,-5%,-15%,5,2%,4%,-50%[inhibitor],4%,0%
O=C(COc1ccccc1Cl)NCCCNC(=O)c1cccnc1,0.0%,1,0%,2%,0%,-4,5%,-1%,-23%,0%,9%
CCOc1ccc(-c2noc(COC)n2)cc1OC,0.1%,2,8%,2%,u,10,-14%,-3%,5%,0%,10%
CC(c1ccccc1C(O)(c1ccccc1)c1ccccc1)N(C)C (centres undefined),0.5%,4,-2%,-4%,-1%,-20,-25%,11%,-66%[inhibitor],2%,-15%

# Continuation.
SMILES,B2AR arrestin,Coupling enz,S-ASM inh,PTAP TSG101 blk,BCR signal inh,Giardia kill,Menin MLL FP TR,PKM2 act,a7 integrin act,GALK inhibitor,Tb PFK inh
CC(=O)NC(CCS(C)(=O)=O)C(=O)Nc1ccccc1C (centres undefined),0.2%,0,0%,-6%,7%,9,29%,-6%,6%,3%,20%
O=C(CNS(=O)(=O)c1cccc2nsnc12)NCCc1ccccc1,-0.2%,1,2%,-4%,-1%,-27,16%,x,3%,2%,2%
O=C1OCC/C1=C\c1ccc2c(c1)OCO2,-0.3%,0,-1%,1%,u,9,0%,1%,4%,0%,4%
Cc1ccc(-c2nc(-c3ccncc3)no2)cc1,0.4%,0,0%,2%,u,-3,u,x,u,0%,0%
O=C1c2ccccc2NC(c2ccccc2O)N1c1ccc(F)cc1 (centres undefined),0.1%,-2,72%[activator],-5%,-3%,1,-10%,x,41%,-2%,-3%
CCc1ccc(/C=N/n2c(C3CCCCC3)n[nH]c2=S)cc1,-0.4%,0,-13%,10%,u,29,-4%,x,-44%,-3%,-25%
COc1ccc(N2CCN(C(=O)CCn3nnc4ccccc43)CC2)cc1,0.3%,0,-2%,-3%,1%,-8,-23%,-2%,1%,3%,-2%
CCOC(=O)c1c(-c2ccccc2)oc2cc(Br)c(O)c(C=O)c12,-0.3%,-8,-6%,-3%,u,8,0%,x,18%,x,5%
COc1ccccc1C(=O)Nc1ccon1,-1.9%,3,6%,x,u,4,6%,-4%,5%,-1%,2%
O=C(Nc1ncc2c(n1)-c1ccccc1CC2)c1cccs1,-0.2%,-15,-1%,-3%,u,1,0%,-6%,-8%,-2%,-1%
O=C(CC(c1ccccc1)c1cc(Cl)ccc1O)N1CCOCC1 (centres undefined),-0.3%,10,1%,-3%,10%,-1,11%,-10%,-1%,0%,-8%
CCCN1C(=O)C(O)(CC(=O)c2cccc(OC)c2)c2ccccc21 (centres undefined),0.0%,-7,0%,-3%,0%,0,u,23%,-28%,0%,3%
COc1ccc(NC(=O)CN(C)CC(=O)N2CC(=O)Nc3ccccc32)cc1,-0.1%,x,4%,-2%,-3%,-22,x,x,6%,x,5%
O=C(c1ccccc1)c1ccc(-n2cnnc2)c([N+](=O)[O-])c1,0.1%,2,10%,-2%,2%,12,-3%,8%,-23%,13%,1%
O=C(COC(=O)c1ccccc1Nc1cccc(C(F)(F)F)c1)NCc1ccco1,-0.4%,1,8%,-1%,u,0,u,0%,-26%,-4%,u
O=C(O)c1cccc(-n2c(-c3cnccn3)n[nH]c2=S)c1,-0.1%,0,-3%,3%,1%,-12,7%,-1%,4%,2%,23%
CC(C)(Oc1ccc(Cl)cc1)C(=O)Nc1ccc2oc(-c3ccncc3)nc2c1,0.2%,1,-2%,0%,-5%,-9,8%,2%,1%,0%,18%
Cc1ccc(N2C(=O)N(CC(=O)NC(c3ccccc3)c3ccccc3)C(=O)C2C)cc1 (centres undefined),-0.5%,0,-3%,1%,0%,-4,-8%,9%,2%,0%,-1%
O=C(Cc1cccc2ccccc12)NNC(=O)Nc1ccc(Cl)cc1,-1.0%,-1,-3%,7%,u,8,x,-4%,-15%,-3%,-15%
Cc1onc(NC(=O)c2ccc(Cl)cc2Cl)c1Br,0.4%,1,6%,-2%,0%,u,6%,2%,-19%,0%,-2%
CCCN1CCC(=NNc2ccc(S(=O)(=O)N3CCOCC3)cc2[N+](=O)[O-])CC1,-2.3%,1,-11%,-2%,u,16,-1%,-19%,2%,1%,1%
COc1cccc(COC(=O)CCNC(=O)c2ccc(Cl)cc2)c1OC,-0.7%,x,2%,-2%,-3%,-8,x,x,8%,x,-2%

# Bioassay records (PubChem)
